Compound activity: PubChem, several laboratories
HTRA1 inh: HTRA1 serine protease inhibitors, primary screen, biochemical, fluorescence polarization, HTS | inhibition, % at 5.96 µM | recombinant HTRA1, FP-rhodamine activity-based probe | Q92743 | actives 0.5% (n = 340,000); in the data active = inhibition above about 36%;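 also: 0% = enzyme with DMSO and 100% = wells lacking enzyme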
Target sequence (Q92743 whole entry, looked up): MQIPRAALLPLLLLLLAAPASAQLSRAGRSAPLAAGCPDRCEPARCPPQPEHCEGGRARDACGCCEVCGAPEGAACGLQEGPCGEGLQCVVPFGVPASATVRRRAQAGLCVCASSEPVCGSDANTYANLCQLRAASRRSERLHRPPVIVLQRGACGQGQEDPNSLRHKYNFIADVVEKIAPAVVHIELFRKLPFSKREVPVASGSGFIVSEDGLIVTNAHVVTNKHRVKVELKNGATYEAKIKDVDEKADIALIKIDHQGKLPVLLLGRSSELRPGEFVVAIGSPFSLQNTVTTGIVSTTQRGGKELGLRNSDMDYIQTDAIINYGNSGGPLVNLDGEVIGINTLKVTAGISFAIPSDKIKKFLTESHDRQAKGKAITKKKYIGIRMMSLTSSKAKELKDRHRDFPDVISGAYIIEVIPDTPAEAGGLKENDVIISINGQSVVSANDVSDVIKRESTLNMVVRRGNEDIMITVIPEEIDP
LEDGF integ inh: blockers of LEDGF/p75-dependent integrase strand transfer – biochemical, TR-FRET, high throughput, primary screen. TR-FRET IN-LEDGF/p75 DNA integration, Eu/Cy5. inhibition, % at 3.7 µM. actives 0.64% (n = 370,000);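 active = inhibition above the screen-wide mean plus 3 SD, cut at about 13% in these data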;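 also: signal is the Cy5 over europium emission ratio at 671 and 618 nm; 0% = plate median of compound wells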
rCAG RNA binder: binders of r(CAG) RNA repeats, primary screen, biochemical, fluorescence. inhibition, % at 3 µM. actives 1.3% (n = 370,000). r(CAG) RNA repeat, TO-PRO-1 dye displacement fluorescence;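 active = inhibition above the plate cutoff, the mean of all test compounds on that plate plus 3 SD, cut at about 35% in these data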;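 also: 0% = DMSO alone and 100% = 100 µM mitoxantrone as full dye displacement; higher means more dye released from RNA so lower well fluorescence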
TCR CD3 inh: inhibitors of human TCR-CD3 interaction, primary screen, biochemical, fluorescence, TAMRA-labeled TCR probe | actives 0.37% (n = 360,000) | inhibition, % at 9.4 µM | T-cell receptor (TCR); in the data active = inhibition above about 19%;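 also: recombinant mutant TCR 2C K166C tagged with TAMRA read by polarization; 0% = receptor in buffer alone and 100% = receptor with positive control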
Rev-erbA mod: modulators of Rev-erb alpha DNA binding, primary screen, biochemical, FITC-DNA, fluorescence polarization, uHTS; Nuclear receptor subfamily 1 group D member 1 (Homo sapiens), P20393; Rev-erbα–FITC-DNA binding, 90 min; activity, % at 10 µM; actives 0.79% (n = 370,000); AID 1259318, 2017;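 active = activity above about 14%, limit read from the data; passing the limit was not always enough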;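 also: 0% = DMSO wells with 35 nM protein and 100% = DMSO wells with 750 nM protein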
Target sequence (P20393 whole entry, looked up): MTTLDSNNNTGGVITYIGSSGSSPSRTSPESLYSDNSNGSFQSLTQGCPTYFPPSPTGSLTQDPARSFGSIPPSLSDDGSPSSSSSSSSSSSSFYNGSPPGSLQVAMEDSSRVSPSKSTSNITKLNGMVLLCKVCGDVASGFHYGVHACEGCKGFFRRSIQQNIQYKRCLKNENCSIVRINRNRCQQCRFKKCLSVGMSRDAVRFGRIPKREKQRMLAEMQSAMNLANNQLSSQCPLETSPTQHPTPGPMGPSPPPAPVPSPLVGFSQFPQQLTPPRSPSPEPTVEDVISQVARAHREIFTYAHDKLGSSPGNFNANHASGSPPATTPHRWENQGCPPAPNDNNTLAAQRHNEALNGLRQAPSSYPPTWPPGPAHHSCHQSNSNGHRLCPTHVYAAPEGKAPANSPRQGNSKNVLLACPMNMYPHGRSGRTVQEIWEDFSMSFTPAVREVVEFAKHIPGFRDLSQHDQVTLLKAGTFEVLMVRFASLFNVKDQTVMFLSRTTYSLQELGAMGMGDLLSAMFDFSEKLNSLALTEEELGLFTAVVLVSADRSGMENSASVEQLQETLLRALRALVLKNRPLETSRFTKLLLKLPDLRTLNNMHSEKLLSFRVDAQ
SIAE primary: human SIAE inhibitors, primary screen, biochemical, fluorescence polarization, FP-Rh probe, 1536-well HTS. SIAE FP-Rh probe binding. inhibition, % at 9.66 µM. actives 0.69% (n = 370,000);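 active = inhibition above a cutoff: mean of compounds within the control limits plus 3 SD of those, cut at about 17% in these data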;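 also: 0% = plate median of compound wells and 100% = probe without SIAE protein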
ABHD4 inh: ABHD4 inhibitors, primary screen, biochemical, fluorescence polarization, mouse; inhibition, % at 8.92 µM; AID 720543, 2013; purified mABHD4, FP-Rh probe fluorescence polarization; (Lyso)-N-acylphosphatidylethanolamine lipase (Mus musculus), Q8VD66; actives 0.54% (n = 370,000);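 active = inhibition exceeding the mean over every tested compound plus 3 SD, cut at about 30% in these data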;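 also: 0% = plate median of compound wells and 100% = S159A mutant with DMSO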
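Doses – 8.92 µM, single dose · Material – wild-type mouse ABHD4 protein · Replication – single well per compound (singlicate) · Measure – percent inhibition of probe binding, normalized to plate controls · Schedule – 45 min compound pre-incubation plus 60 min probe step, 25 °C · Detection – fluorescence polarization with parallel and perpendicular emission, 525/598 nm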
TDP2 absorb: human TDP2 enzyme inhibitors, primary screen, biochemical, epi absorbance, recombinant enzyme; Tyrosyl-DNA phosphodiesterase 2 (Homo sapiens), O95551; T5PNP hydrolysis, p-nitrophenol absorbance 415 nm; inhibition, % at 12.8 µM; actives 0.34% (n = 370,000);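 active = inhibition above the mean of all tested compounds plus 3 SD, set per campaign, cut at about 25% in these data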;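 also: 0% = DMSO with enzyme and 100% = buffer with substrate but no TDP2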
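Test system: Human TDP2 enzyme | Reagent: 5 mM T5PNP | Compound dosing: 12.8 µM single point, 1% DMSO | Incubation: Enzyme reaction with compound for 2 h at 37 °C | Technique: p-Nitrophenol epi absorbance | Read-out: % inhibition relative to enzyme-containing and enzyme-free wells | Benchmarks: High control without enzyme, low control DMSO plus TDP2 | Replicates: Singlicate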
PG9 Ab binder: binders of HIV-1 gp120 antibody PG9, primary screen, biochemical, TR-FRET; HIV-1 gp120 / PG9 antibody interaction; actives 0.43% (n = 360,000); AID 624416, 2012; TR-FRET gp120-PG9 antibody binding; inhibition, % at 6.7 µM; in the data active = inhibition above about 8.5%
PRMT1 FP inh: PRMT1 methyltransferase inhibitors, primary screen, biochemical, fluorescence polarization. Protein arginine N-methyltransferase 1 (Homo sapiens), Q99873. recombinant PRMT1, activity-based probe fluorescence polarization. inhibition, % at 2.79 µM. actives 1.3% (n = 370,000);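 active = inhibition above about 21% made by adding two undisclosed values, limit read from the data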
Starred values were filed as active, the others as inactive; . = no result given. A portion of the library, so the mix of outcomes need not match the whole.

compound,TCR CD3 inh,TDP2 absorb,Rev-erbA mod,SIAE primary,LEDGF integ inh,ABHD4 inh,rCAG RNA binder,PG9 Ab binder,HTRA1 inh,PRMT1 FP inh
COCc1c(C(=O)Nc2ccc3nc(N4CCOCC4)sc3c2)oc2ccccc12,-9,-2,-1,7,-2,6,5,-2.4,-19,1
COc1ccccc1CCn1cnc(-c2cccc(F)c2)c1CC(C)C,2,3,5,0,-2,-5,0,-0.7,.,4
COc1ccc(CCNCc2ccc(-c3ccccc3)cc2)cc1OC,2,5,0,-2,-1,5,1,-0.9,0,-1
COC(=O)C(Cc1c[nH]c2ccccc12)NC(=O)c1ccc2nc[nH]c2c1 (stereo unspecified),-6,-12,1,1,-9,2,0,0.5,0,0
CCc1ccnc(NS(=O)(=O)c2ccc3c(c2)OCCO3)c1,-8,4,0,8,1,3,-3,0.7,.,3
COc1ccc(SCCN2CC[C@@H](NC(=O)OCc3ccccc3)CCC2=O)cc1,3,-1,0,3,0,-1,-9,0.4,-2,-1
COC(=O)[C@@]12C[C@@H](CC(=O)N3CCN(C(=O)c4ccco4)CC3)C(=O)N(Cc3cccc4ccccc34)C1=CCC(C)(C)C2,-3,3,8,-5,21*,6,9,-0.8,.,-1
COc1ccc(Cl)cc1NC(=O)C/C(C)=N/NC(=O)c1ccccc1[N+](=O)[O-],-3,-1,3,1,2,-8,9,-0.2,-2,7
O=C(COc1ccc([N+](=O)[O-])cc1)N/N=C/c1ccccn1,-4,6,-2,-1,0,-2,1,-3.4,0,-1
CCOC(=O)CC(NC(=O)c1ccco1)c1ccc(C)cc1 (stereo unspecified),4,5,6,0,1,-2,-3,1.4,-1,-2
CCCCn1c(CNC(C)=O)nc2ccccc21,7,5,3,-3,0,3,0,-0.8,5,-3
CC(C)Oc1cccc(C(=O)Nc2ccc(Br)cc2F)c1,-6,7,-1,-8,-4,-1,-5,-0.1,-13,5
CC1(C)OC2OC(C(=O)N/N=C/c3ccccc3F)C3OC(C)(C)OC3C2O1 (stereo unspecified),6,-1,1,-3,-2,9,-4,-1.3,2,1
NC1=C(Br)C(=O)c2ccccc2C1=O,-6,15,4,-5,3,7,-2,-8.4,-48,3
CCN(CC)C(=O)/C(=C\c1ccc2c(c1)OCO2)NC(=O)c1ccc(Br)cc1,10,-3,-1,-2,3,-2,-5,-3.2,2,-5
COc1ccc(Br)cc1CNC(=O)C1CCN(S(=O)(=O)N2CCCCC2)CC1,4,-7,1,7,1,-2,-4,-0.9,-6,-1
COc1cccc(C2=CC(=O)C[C@H](c3ccc(Cl)cc3)C2)c1,3,-1,-4,-8,-3,-17,8,0.2,-41,4
Cc1cc(C)c2c(CN3CCCCC3)cc(=O)oc2c1,0,-7,-1,-2,-5,6,5,-0.8,-11,-1
COCCN(CCOC)S(=O)(=O)c1ccc(C(=O)Nc2nnc(C)o2)cc1,-1,9,-5,11,1,-5,4,1.6,-1,0
O=C(NC(=S)N1CCOCC1)C12CCC3CC(CC(C3)C1)C2,3,1,-2,-1,5,0,-2,-1.5,3,-3
Oc1ccc(C[C@H]2CNCCN2CCc2cccc3ccccc23)cc1,9,-6,-6,7,-3,7,4,0.6,-1,1
CCc1nc(NCC(C)C)c(C#N)c2c1COC(C)(C)C2,5,-5,1,6,-2,-4,-3,0.2,5,-2
COc1ccc(C(=O)NC2(C(F)(F)F)C(=O)N(Cc3ccco3)C3=C2C(=O)CC(C)(C)C3)cc1OC (stereo unspecified),-4,-11,1,2,6,-8,-1,-1.8,-2,0
CC(=O)Oc1ccccc1N(C(C)=O)S(=O)(=O)c1cccc([N+](=O)[O-])c1,3,2,-2,6,0,-2,2,-1.5,4,1
CCO[C@@H]1OC(C(=O)NCc2ccccc2)=C[C@H](C2CCCCC2)[C@H]1CCCO,5,-6,-5,1,-2,-2,-4,-1.3,-28,1
O=C(CN(C(=O)c1csnn1)c1ccc(F)c(Cl)c1)NCc1ccccc1,5,1,9,-1,9,3,2,0.1,-4,-5
O=C(CCC1CCCN(C(=O)CC2=CCCCC2)C1)N1CCN(c2ccccn2)CC1 (stereo unspecified),7,6,1,-7,1,1,-10,-0.2,-1,-1
O=C(NNC(=S)Nc1ccccc1)c1cccc(S(=O)(=O)N2CCOCC2)c1,0,-1,1,4,-4,2,5,-0.1,5,5
COc1ccccc1N(CC(=O)Nc1ccc(Cc2ccncc2)cc1)S(=O)(=O)c1ccccc1,2,5,1,3,-2,-5,2,1.6,-32,0
Cc1cc(C)n(-c2ccc(C(=O)N3CCN(S(=O)(=O)c4ccc(Br)cc4Cl)CC3)cc2)n1,-5,-3,1,2,3,3,2,2.2,-12,-2
CCOC(=O)C1(P(=O)(c2ccccc2)c2ccccc2)CCC1,-3,-4,-2,-1,4,-2,-3,0.4,1,3
O=C(OCC#CCSc1nnc(-c2ccc(F)cc2)o1)c1ccc(F)cc1,.,-11,2,-1,6,-11,.,.,.,-6
CCN(CC(=O)Nc1c(F)cccc1F)C(=O)C1CCCN(C(=O)c2ccc(Cl)cc2)C1 (stereo unspecified),5,-9,-4,-4,2,3,-6,0.4,7,-3
COCCNC(=O)CN(Cc1cccs1)C(=O)CCC(=O)Nc1nccs1,2,-8,8,-8,-11,1,4,-2.8,-1,7
COc1cc(NC(=O)C2CCCN2S(=O)(=O)c2cccc3cccnc23)cc(OC)c1OC (stereo unspecified),0,-3,0,5,-2,5,0,0.2,5,-3
Cc1cc(-n2c(SCC(=O)Nc3ccc(F)c(F)c3)nc3n[nH]c(C)c3c2=N)ccc1Cl,-7,-3,51*,-33,-2,-6,9,21*,-31,-3
CCOc1ccc(NS(=O)(=O)c2c(C)nc3sccn3c2=O)cc1,-6,-3,-4,5,0,3,0,-1.5,-2,4
O=C(NCc1c(F)cccc1F)C1C2C=CC3(CN(Cc4ccccc4)C(=O)C13)O2 (stereo unspecified),.,-8,7,-1,-2,1,1,.,.,1
CS(=O)(=O)c1ccc(C(=O)NC(Cc2ccccc2)c2ccccc2)cc1 (stereo unspecified),-4,-3,-4,0,3,-4,-4,-0.5,-3,-9
O=C(Nc1cccc(C(F)(F)F)c1)OCc1ccncc1,-2,4,-5,7,-3,1,-4,0.9,-2,-2
CCOCCCNC(=O)c1c[nH]c2ccc(OCC)cc2c1=O,5,-1,3,2,3,0,-3,2.6,-4,0
Cc1ccc(S(=O)(=O)N(C)C[C@H]2OCCCC[C@@H](C)Oc3ccc(NC(=O)Cc4ccccc4)cc3C(=O)N([C@H](C)CO)C[C@@H]2C)cc1,0,12,1,-3,-7,-6,11,-2.0,-24,3
C(=N\N(Cc1ccccc1)c1ccccc1)/c1ccco1,-8,-5,1,4,5,-6,1,1.4,-1,9
CC(=O)NCc1cc(-c2nn(C)c(=O)c3ccccc23)ccc1C,1,-5,1,0,1,7,2,0.2,0,0
CC(=O)Nc1ccc(N=Nc2ccccc2)cc1,-3,4,9,4,0,2,0,-1.7,7,-1
O=C(Nc1ccccc1Cl)Nc1ccccc1Cl,0,1,5,-7,-6,-1,0,0.3,-4,2
Cn1c(-c2ccc(F)cc2)cnc1NCc1ccc(F)cc1,-1,1,-1,4,-2,9,-3,-1.8,3,1
O=S1(=O)CCN2N=C(C3CC3)SC2=N1,7,4,6,4,-1,-2,-1,-0.5,-1,-3
CCOc1ccc(OCC)c(S(=O)(=O)N2CCCCC2)c1,4,-3,-3,3,1,-1,-3,1.2,-17,0
COc1ccc(/C=C2\N=C(SC)N(c3ccccc3OC)C2=O)cc1,-5,0,-4,-4,-7,-1,-5,-0.4,-6,4

Later entries:
compound,TCR CD3 inh,TDP2 absorb,Rev-erbA mod,SIAE primary,LEDGF integ inh,ABHD4 inh,rCAG RNA binder,PG9 Ab binder,HTRA1 inh,PRMT1 FP inh
CN1C[C@@H]2[C@@H]3C(=O)N(Cc4ccccc4)C(=O)[C@@H]3[C@](C)(C1=O)N2C(=O)c1ccc(F)cc1,2,9,-1,3,-1,6,-2,0.2,0,1
O=S(=O)(c1ccc(Cl)cc1)N1CCCC1c1nc(-c2ccc(Cl)cc2)no1 (stereo unspecified),-3,-20,-3,-1,-3,-17,4,-1.3,-26,0
Cc1cc(C(=O)N/N=C/c2cc([N+](=O)[O-])cc(C)c2O)n[nH]1,16,10,1,9,-8,4,6,-0.8,21,-2
CCC(=O)Nc1ccc(C=C(C(C)=O)C(C)=O)cc1,8,3,-3,0,1,0,2,-0.8,2,0
C[C@@H]1CCCCO[C@@H](CN(C)Cc2ccc(Cl)c(Cl)c2)[C@@H](C)CN([C@H](C)CO)C(=O)c2cc(NC(=O)Nc3ccccc3)ccc2O1,-8,-8,5,-11,-10,-1,12,-1.8,.,4
CCCCn1c(NCc2cc(C)ccc2O)nc2ccccc21,-4,-8,0,7,1,-5,3,-1.9,-19,-3
Cc1ccc(N2CCCn3c2cc(C)c(C#N)c3=O)cc1C,7,5,-3,4,3,3,-4,-0.5,2,-1
COc1cc(NC(=O)c2ccc(F)cc2)ccc1NC(=O)c1cc2ccccc2o1,-8,5,-8,-8,-5,2,-1,-2.3,3,5
CC(=O)Nc1cccc(-c2nc3ccccc3n2C(C)C(=O)NC(C)(C)C)c1 (stereo unspecified),1,-3,2,-3,0,-8,0,-0.8,.,3
O=c1[nH]c(SCc2cccc(Cl)c2)nc2ccccc12,-6,-2,.,-4,6,-12,4,1.3,-17,4
CC1(c2ccc([N+](=O)[O-])cc2)NC(=O)NC1=O (stereo unspecified),-3,3,-1,3,-1,0,1,1.2,4,2
COc1cccc(N2CCN(CC(=O)Nc3ccc(S(=O)(=O)N4CCCCCC4)cc3)CC2)c1,-2,1,-6,0,-1,7,7,-2.7,-7,-2
COC(=O)C1=C(C)NC(=O)/C1=C\N(C)C,16,-6,4,10,-3,4,-5,-2.7,18,25*
Cc1ccc(Cl)cc1N1CCN(Cc2nnnn2Cc2ccco2)CC1,4,-10,1,0,-2,-9,-3,-1.5,-15,2
O=C(CCc1ccccc1)NCCc1cccs1,-8,-13,-4,11,5,-9,1,0.9,-9,-1
